# Screening results (PubChem BioAssay)
# Growth percent in the NCI-60 one-dose screen (48 h, 10 µM unless noted): 100 = growth as untreated, 0 = no growth, -100 = all killed.
# MOLT-4: MOLT-4 leukemia cells; actives 6.9% (n = 80,000); AID 1794779
# BT-549: BT-549 breast cancer; actives 4.4% (n = 78,000)
# MCF7: MCF7 breast cancer. actives 6.3% (n = 82,000)
# SR: SR leukemia cells | actives 8.7% (n = 73,000)
# MDA-MB-435: MDA-MB-435 melanoma. AID 1794794. actives 7.8% (n = 82,000)
# K-562: K-562 leukemia. actives 7.4% (n = 78,000). AID 1794777
# MDA-MB-231: MDA-MB-231 breast cancer; actives 5% (n = 81,000); AID 1794789
# MDA-MB-468: MDA-MB-468 breast cancer; actives 8.5% (n = 78,000)
# The depositor's hits bear a star; / = not tested or not shown; & = joins results of further samples. How the source made its calls: active means growth percent below 10; inactive means the rest.
canonical_smiles,MOLT-4,BT-549,MCF7,SR,MDA-MB-435,K-562,MDA-MB-231,MDA-MB-468
O=C(O)COc1c(Cl)cc(Cl)cc1Cl,105,98,96,100,104,115,110,105
Cc1ccc2oc(=O)cc(-c3sc(N4CCCCC4)nc3-c3ccccc3)c2c1,97,91,70,77,103,98,88,102
CCCCOC(c1ccccc1)c1ccccc1,107,112,105,94,92,116,101,128
CCOC(=S)SCc1cc(=O)oc2ccc(C)cc12,84,120,69,27,100,48,93,65
O=C(CN1C(=O)NC(c2ccccc2)(c2ccccc2)C1=O)c1ccc(N2CCN(c3ccc(Cl)cc3)CC2)cc1,74,79,90,/,94,72,101,/
O=C(O)CSc1nc2ccc(Br)cc2[nH]1,89,112,95,91,118,90,103,107
CCn1c(SC/C(=N/O)c2ccc(OC)cc2)nnc1-c1ccncc1,100,109,91,101,101,96,94,107
CC(=O)c1nc2ccccc2n1CCNC(N)=O,77,74,52,43,-14*,44,77,61
CCOC(=O)N[C@H]1CCc2cc(OC)c(OC)c(OC)c2-c2ccc(SC)c(=O)cc21,9.1*,-9.3*,13,3.8*,-17*,9.4*,-22*,-37*
CC1([N+](=O)[O-])COC(/C=C/c2ccccc2)OC1 (centres undefined),112,103,95,99,117,105,108,136
C/C(CCC(=O)O)=N\Nc1ccc([N+](=O)[O-])cc1[N+](=O)[O-],105,92,94,135,94,86,93,96
CCCCC/C=C/CCC(=O)N[C@H]1[C@H](Oc2c3cc4cc2Oc2ccc(cc2Cl)[C@@H](O[C@@H]2O[C@H](CO)[C@@H](O)[C@H](O)[C@H]2NC(C)=O)[C@@H]2NC(=O)[C@H](NC(=O)[C@@H]4NC(=O)[C@H]4NC(=O)[C@@H](Cc5ccc(c(Cl)c5)O3)NC(=O)[C@@H](N)c3ccc(O)c(c3)Oc3cc(O)cc4c3)c3ccc(O)c(c3)-c3c(O[C@H]4O[C@H](CO)[C@@H](O)[C@H](O)[C@@H]4O)cc(O)cc3[C@H](C(=O)O)NC2=O)O[C@H](CO)[C@H](O)[C@@H]1O,101,107,98,95,100,99,100,110

canonical_smiles,MOLT-4,BT-549,MCF7,SR,MDA-MB-435,K-562,MDA-MB-231,MDA-MB-468
O=C(/C=C/C=C/c1ccc2c(c1)OCO2)N/N=C\c1ccc(O)cc1O,13,27,14,21,33,12,34,-2.8*
O=C(CSc1nnc(-c2ccc3nc(-c4ccc(Cl)cc4)[nH]c3c2)o1)Nc1ccc(C(=O)/C=C/c2ccccc2)cc1,91,117,82,85,106,92,98,138
COc1ccc(/C=C2\Oc3cc(OCC(=O)c4ccc([N+](=O)[O-])cc4)ccc3C2=O)cc1,103,104,115,88,97,106,105,/
COc1cc(C(=O)OCC(C)C)ccc1O,127,90,109,114,111,123,99,87
Cc1c(O)c(=O)ccn1C,81,101,/,/,96,98,97,99
COc1ccc(C2=CC(c3ccc(OC)cc3Br)N3C=CSC3=N2)cc1 (centres undefined),37,31,10,-22*,4.2*,9.3*,75,17
COc1cc(Nc2cn[nH]c2-c2ccc(Cl)cc2)cc(OC)c1OC,20,46,21,10,-37*,36,49,/
CCOC(=O)c1cn2c3c(c(C)cc(C)c3c1=O)C(=O)/C(=C/c1ccc(C(F)(F)F)cc1)C2,60,82,80,/,87,62,95,78
CCN(CC)CCNC(=O)n1cc(-c2ccncc2)c(-c2cc(O)cc(Cl)c2)n1,82,115,92,63,69,68,78,79
CC(=O)Nc1ccc(N=Nc2c(S(=O)(=O)O)cc3cc(S(=O)(=O)O)cc(OC(=O)c4ccc(N)cc4)c3c2O)cc1,106,115,102,100,105,104,103,103
CCC(C)(C)c1cc(O)c(C(C)(C)CC)cc1O,25,11,18,45,28,40,6.9*,-2.3*
Oc1ccc(CCc2ccccc2)cc1,63,100,115,76,89,85,101,97

canonical_smiles,MOLT-4,BT-549,MCF7,SR,MDA-MB-435,K-562,MDA-MB-231,MDA-MB-468
CC(C)(C)C(=O)/C=C/c1ccc(C#N)cc1,77,90,25,21,72,34,92,80
CCN(CC)CCNc1ccnc2cc3ccccc3cc12,73,94,76,66,/,54,75,97
Nc1ccc(N)c2c1C(=O)c1cccc([N+](=O)[O-])c1C2=O,46,22,16,-9.3*,67,40,68,55
Cc1nc2ccccc2n(C)c1=O,106,98,90,93,109,110,98,127
Cn1cc(C(=O)c2nc(-c3c[nH]c4ccc(F)cc34)no2)c2cc(F)ccc21,95,92,58,48,64,66,108,107
COc1cc2oc(-c3cccc(NC(=O)Nc4ccccc4Br)c3)cc(=O)c2c(OC)c1OC,89,91,92,103,94,85,90,92
Fc1ccc(CCNc2ncnc3[nH]ncc23)cc1,89,93,93,75,109,62,109,70
Brc1c(SCc2ccccc2)ncnc1SCc1ccccc1,54,99,88,78,102,72,104,103
O=C(NCc1cn(Cc2cccc(Oc3ccccc3)c2)nn1)c1cccnc1NCc1ccc(Cl)cc1,15,41,15,19,-2.5*,12,25,17
COc1ccc(-c2nn(-c3ccccc3)cc2/C=c2\sc3nc(Cc4ccccc4)nn3c2=O)cc1,102&102,136&85,98&94,97,103&104,102&104,106&89,119&99
CNc1ccc(-n2ccc(=O)c(O)c2C)cc1,108,110,88,/,99,/,106,96
O=C(CSc1nc2ccccc2c(=O)n1-c1ccc(Cl)cc1)N/N=C/c1ccc(Oc2ccc(Cl)cc2)cc1,-25*,-18*,16,33,25,23,30,-19*

canonical_smiles,MOLT-4,BT-549,MCF7,SR,MDA-MB-435,K-562,MDA-MB-231,MDA-MB-468
Nc1nnc(CSCc2ccc([N+](=O)[O-])cc2)s1,115,/,96,108,100,99,100,102
CCc1ccc(C2=C(Cl)C(=O)C(c3ccccc3)=C(Cl)C2=O)cc1,21,99,80,84,104,81,81,97
O=C(Nc1nc2ccc(F)cc2s1)c1cccnc1Nc1ccc(Cl)cc1Cl,46,-9.4*,13,33,26,4.1*,34,/
Cc1ccc(S(=O)(=O)N/N=C\c2cc(Cl)ccc2O)cc1,98,92,83,/,82,82,94,68
CC(C)CCNC(=O)Cn1ccc2ccccc2c1=O,99,104,98,93,112,94,106,96
NS(=O)(=O)Oc1ccc(-c2sc3cc(O)ccc3c2C(=O)c2ccc(OCCN3CCCCC3)cc2)cc1,11,85,29,4.9*,-28*,14,72,95
COc1cc(C)ccc1Oc1ccc([N+](=O)[O-])cc1,85,101,98,87,103,87,94,97
N#C/C(=C1/NC(=O)c2ccccc21)c1nc2ccccc2n1CCO,93,96,95,78,106,93,109,99
O=C(O)CN1CSC(=S)N(CC(=O)O)C1,79,/,97,77,101,90,110,110
NC(N)=Nc1nc(CSCC/C(N)=N\S(N)(=O)=O)cs1,102,110,101,99,98,99,104,93
CCCCCCC/C=C/C1CC(=O)OC1=O (centres undefined),124,109,98,/,111,118,97,109
Cc1nn(-c2ccc(Cl)cc2)c(=O)n1CCn1cncn1,107,98,100,107,102,89,92,127

canonical_smiles,MOLT-4,BT-549,MCF7,SR,MDA-MB-435,K-562,MDA-MB-231,MDA-MB-468
CCOC(=O)C(N=Nc1ccc(S(=O)(=O)N=C(N)N)cc1)C(C)=O (centres undefined),110,113,98,99,105,94,107,93
N#C/C(=C\c1ccc(-c2ccc(Br)cc2)o1)c1nc2ccccc2c(=O)[nH]1,100,97,84,93,101,89,91,119
COc1ccc(/C=C/C(=O)c2ccc(NC(=O)CSc3nnc(-c4cc(-c5ccc(Cl)cc5)nc5ccccc45)n3-c3ccccc3)cc2)cc1,99,110,83,99,102,93,95,105
O=C1c2ccccc2-c2cc3ccccc3c(=O)n21,97,109,95,91,106,100,102,/
CC(O)c1cccc2ccccc12 (centres undefined),89,112,97,76,108,85,113,99
COc1c(B(O)O)cc(C)cc1-c1nc2ccc3[nH]ncc3c2c2c1CCCC2,20,24,55,/,22,24,23,28
c1csc(CSc2nnc(SCc3cccs3)s2)c1,/,104,109,/,100,/,102,105
CN(C)c1ccc(N=Nc2nccs2)cc1,92,92,69,98,106,91,99,89
CCOC(=O)c1cc(C(=O)c2ccc(Br)cc2)n2nc(C)ccc12,77,70,88,82,102,84,80,92
O=C(CCCCNC(=O)c1nc(-c2ccccc2)n(-c2ccccc2)n1)NO,58,95,68,76,79,82,86,55
O=c1[nH][n+](-c2cccc([N+](=O)[O-])c2)no1,38,94,65,/,42,12,69,86
O=C1OC(=O)[C@@H]2CC=CC[C@H]12,/,104,100,/,109,/,137,96

canonical_smiles,MOLT-4,BT-549,MCF7,SR,MDA-MB-435,K-562,MDA-MB-231,MDA-MB-468
O=C(COc1ccc(C2SCC(=O)N2c2ccc(Br)cc2)cc1)c1ccccc1 (centres undefined),88,95,90,76,103,86,81,88
C=CC[n+]1cccc(C(N)=O)c1,99,97,98,108,107,111,105,109
CC1CCN(C(=S)SCC(=O)NC(=O)c2ccccc2)CC1,94,106,96,81,106,97,117,119
Cn1c(=O)c2c(nc(NC(N)=O)n2C)n(C)c1=O,108,99,95,98,110,109,108,119
O=C(C[n+]1cccc2cc[nH]c21)c1ccc(O)c(O)c1,111,100,101,112,/,105,105,112
CCOC(=O)c1cc(N2CCCCC2)nc2ccccc12,99,91,92,95,112,101,75,114
CC(C)C(=O)Nc1nc2c(s1)CCc1ccn(S(=O)(=O)c3ccccc3)c1-2,83,101,83,90,109,96,106,94
CCOC(=O)C1=C(N)Oc2n[nH]c(C)c2C1c1cc(=O)oc2ccc(Cl)cc12 (centres undefined),99,107,78,65,103,93,107,93
COc1cc(/C=C/C(=O)c2ccc(Cl)cc2)cc(CN2CCOCC2)c1O,42,84,32,17,59,42,90,93
O=C(/C=C/c1ccccn1)c1cc(Cl)ccc1O,81,79,67,28,93,69,79,88
CSc1nc2[nH]ncc2c(=O)[nH]1,110,89,98,95,103,113,/,93
COc1ccc(N2CCN(C(=O)C(C)c3ccc(NS(=O)(=O)c4ccccc4)cc3)CC2)cc1 (centres undefined),86,97,96,118,104,96,86,98
CC(C)CCC[C@@H](C)[C@H]1CC[C@H]2[C@@H]3CC=C4c5sc(N(C)c6ccccc6)nc5CC[C@]4(C)[C@H]3CC[C@]12C,107,105,104,108,104,110,115,95
O=C(NNC(=O)c1ccncc1)OCCOCCOC(=O)NNC(=O)c1ccncc1,93,103,89,67,97,93,/,111
COc1ccc2nc(C)cc(Sc3nc4ccccc4s3)c2c1,-21*,-12*,16,-48*,17,4.9*,28,/

# Reprinted at random: 2 entries already listed, in no set order.
canonical_smiles,MOLT-4,BT-549,MCF7,SR,MDA-MB-435,K-562,MDA-MB-231,MDA-MB-468
CSc1nc2[nH]ncc2c(=O)[nH]1,110,89,98,95,103,113,/,93
O=C(C[n+]1cccc2cc[nH]c21)c1ccc(O)c(O)c1,111,100,101,112,/,105,105,112

# Structures listed so far that contain an NH in an aromatic ring:
canonical_smiles,MOLT-4,BT-549,MCF7,SR,MDA-MB-435,K-562,MDA-MB-231,MDA-MB-468
O=C(O)CSc1nc2ccc(Br)cc2[nH]1,89,112,95,91,118,90,103,107
O=C(CSc1nnc(-c2ccc3nc(-c4ccc(Cl)cc4)[nH]c3c2)o1)Nc1ccc(C(=O)/C=C/c2ccccc2)cc1,91,117,82,85,106,92,98,138
COc1cc(Nc2cn[nH]c2-c2ccc(Cl)cc2)cc(OC)c1OC,20,46,21,10,-37*,36,49,/
Cn1cc(C(=O)c2nc(-c3c[nH]c4ccc(F)cc34)no2)c2cc(F)ccc21,95,92,58,48,64,66,108,107
Fc1ccc(CCNc2ncnc3[nH]ncc23)cc1,89,93,93,75,109,62,109,70
N#C/C(=C\c1ccc(-c2ccc(Br)cc2)o1)c1nc2ccccc2c(=O)[nH]1,100,97,84,93,101,89,91,119
COc1c(B(O)O)cc(C)cc1-c1nc2ccc3[nH]ncc3c2c2c1CCCC2,20,24,55,/,22,24,23,28
O=c1[nH][n+](-c2cccc([N+](=O)[O-])c2)no1,38,94,65,/,42,12,69,86
O=C(C[n+]1cccc2cc[nH]c21)c1ccc(O)c(O)c1,111,100,101,112,/,105,105,112
CCOC(=O)C1=C(N)Oc2n[nH]c(C)c2C1c1cc(=O)oc2ccc(Cl)cc12 (centres undefined),99,107,78,65,103,93,107,93
CSc1nc2[nH]ncc2c(=O)[nH]1,110,89,98,95,103,113,/,93
